Screens deposited in PubChem BioAssay by Broad Institute.
KDM4C inh: inhibitors of GASC-1 (KDM4C) histone demethylase, primary screen, biochemical, single concentration HTS; 96,000 compounds, 0.15% hits; inhibition, % at 12.5 µM; AID 720574, 2013; GST-KDM4C 2-372, H3K9me3 peptide, LANCE TR-FRET;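 active means mean replicate inhibition above about 25%, with at least 55% of replicates also reaching it, limit read from the data, passing the limit was not always enough; inconclusive means only one of those two conditions met; inactive means neither condition met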
Target sequence (Q9H3R0 2-372 limits assumed): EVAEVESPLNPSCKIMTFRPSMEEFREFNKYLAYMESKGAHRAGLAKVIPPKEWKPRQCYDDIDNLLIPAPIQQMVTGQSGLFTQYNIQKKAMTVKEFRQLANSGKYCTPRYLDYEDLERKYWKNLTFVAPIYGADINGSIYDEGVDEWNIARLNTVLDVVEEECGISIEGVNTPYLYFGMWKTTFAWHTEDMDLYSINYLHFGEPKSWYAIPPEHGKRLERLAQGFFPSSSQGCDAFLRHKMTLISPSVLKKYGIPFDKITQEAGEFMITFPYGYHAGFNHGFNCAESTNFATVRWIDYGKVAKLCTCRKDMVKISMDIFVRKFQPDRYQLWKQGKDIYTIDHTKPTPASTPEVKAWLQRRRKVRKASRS
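reagent = H3K9me3 peptide substrate, Fe(II), 2-oxoglutarate | system = GST-tagged GASC-1 (JMJD2C) catalytic fragment, aa 2-372 | amount = enzyme final amount 10 nM | read-out = Fall in 671/618 emission ratio as inhibition | medium = HEPES buffer, pH 7.5, plus ascorbate | schedule = 30 min reaction, 60 min detection, RT | measured by = LANCE TR-FRET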
Pf Dd2 inh: P. falciparum Dd2 growth inhibitors, primary screen, SYBR Green fluorescence, single dose replicates. 94,000 compounds, 2.3% hits. activity change, % at 10 µM. 72 h; active compounds read low; in the data active means activity change below about -80%; inconclusive means no clear call, values can overlap the other calls
C diff growth: C. difficile growth inhibitors, primary screen, HTS; Clostridium difficile clinical isolate growth, OD600, 24 h; active compounds read low; AID 1259249, 2017; growth activity, negative = inhibition, % at 16 µg/mL (by protocol); 86,000 compounds, 0.25% hits;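 active means mean growth activity at or below -80% and every replicate also at or below -80%; inconclusive means mean at or below -80% but some replicate above -80%; inactive means mean growth activity above -80%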;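 further: 0% = DMSO wells and -100% = levofloxacin 16 µg/mL wells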
Tcruzi prolif: T. cruzi intracellular proliferation inhibitors, primary screen, cell-based, beta-gal Tulahuen parasites, NIH3T3 host, luminescence; T. cruzi beta-gal in NIH3T3, GalScreen luminescence, 90 h; inhibition, % at 8.34 µM; 77,000 compounds, 5.9% hits; AID 624255, 2012;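 active means mean inhibition above about 93%, with at least 55% of replicates each passing it, limit read from the data, passing the limit was not always enough; inconclusive means only one of those two conditions holds; inactive means neither condition holds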
Numbers without * were called inactive; u = inconclusive; x = not tested or not shown; & = joins results of further samples.

Molecule | KDM4C inh | Pf Dd2 inh | C diff growth | Tcruzi prolif
C[C@@H]1CN([C@H](C)CO)C(=O)c2cc(NC(=O)Cc3cn(C)c4ccccc34)ccc2O[C@@H]1CN(C)CC1CC1 | 1.0 | -0.4 | -0.3 | 27.4
CCCC(=O)Nc1ccc2c(c1)C(=O)N(C)[C@@H]1CC[C@@H](CC(=O)NCC3CCCCC3)O[C@H]1CO2 | -2.2 | -13.5 | -3.4 | -1.2
CCCC(=O)N1CC2(CCN(S(=O)(=O)CC)CC2)c2c(n(C)c3cc(OC)ccc23)[C@@H]1CO | -0.2 | 32.0 | -6.7 | x
C[C@H](O)C#Cc1ccc2c(c1)O[C@H](CN(C)C(=O)C1CC1)[C@@H](C)CN([C@@H](C)CO)S2(=O)=O | 3.6 | -23.2 | x | 53.9
Cc1noc(C)c1NC(=O)Nc1ccc2c(c1)C(=O)N([C@@H](C)CO)C[C@@H](C)[C@@H](CN(C)Cc1ccc3c(c1)OCO3)OCCCC[C@@H](C)O2 | -0.4 | -8.2 | 1.9 | -33.1
C[C@@H]1CCCCO[C@H](CN(C)S(=O)(=O)c2ccccc2)[C@@H](C)CN([C@H](C)CO)C(=O)c2cc(NC(=O)c3ccncc3)ccc2O1 | -0.6 | -16.2 | 2.7 | x
Cc1noc(C)c1S(=O)(=O)N(C)C[C@@H]1Oc2ccc(NC(=O)CCCN(C)C)cc2C(=O)N([C@@H](C)CO)C[C@@H]1C | 2.0 | 44.9 | 2.4 | -15.8
COc1cccc(C(=O)Nc2ccc3c(c2)C(=O)N(C)C[C@@H](OC)[C@@H](C)CN(C(=O)C2CCCC2)[C@H](C)CO3)c1 | 0.1 | x | x | 25.4
COc1ccc(NC(=O)Nc2ccc3c(c2)C(=O)N([C@@H](C)CO)C[C@H](C)[C@H](CN(C)C(=O)c2ccccc2)OCCCC[C@@H](C)O3)cc1 | 1.6 | -59.3 | 5.2 | 54.4
C[C@H]1CN([C@@H](C)CO)C(=O)c2cccc(NS(=O)(=O)c3cccs3)c2O[C@@H]1CN(C)S(=O)(=O)c1ccc(F)cc1 | -0.1 | -24.7 | -4.3 | 15.9
COC(=O)C[C@@H]1C[C@H]2c3cc(NS(=O)(=O)c4ccc(F)cc4)ccc3O[C@H]2[C@@H](CO)O1 | 0.3 | 11.1 | 0.6 | 7.0
C[C@H]1CCCCO[C@H](CN(C)S(=O)(=O)c2cn(C)cn2)[C@@H](C)CN([C@@H](C)CO)C(=O)c2cc(NC(=O)C3CCCCC3)ccc2O1 | -2.1 | -10.9 | -4.9 | -2.0
C[C@H](CO)N1C[C@H](C)[C@H](CN(C)Cc2ccc(C(=O)O)cc2)Oc2c(NS(=O)(=O)c3cn(C)cn3)cccc2C1=O | -0.9 | -2.0 | -7.8 | u
CN1CCN(C(=O)C[C@H]2CC[C@@H](NS(=O)(=O)c3cccc(F)c3)[C@H](CO)O2)CC1 | 2.5 | -4.9 | -1.8 | -67.1
Cc1cc(C(=O)Nc2cccc3c2O[C@@H](CN(C)CC2CC2)[C@H](C)CN([C@@H](C)CO)C3=O)n(C)n1 | 1.5 | 12.5 | -6.7 | 7.0
C[C@H]1CN([C@@H](C)CO)C(=O)c2cccc(NC(=O)C3CCCCC3)c2O[C@@H]1CN(C)CC1CC1 | -2.0 | 4.8 | -1.5 | 37.0
CN(C)CCCNC(=O)C[C@@H]1CC[C@@H]2[C@@H](COc3ccc(NC(=O)C4CCC4)cc3C(=O)N2C)O1 | 1.7 | 0.6 | -0.5 | 6.6
CC(=O)N(C)C[C@@H]1Oc2ncc(C#CCc3ccccc3)cc2C(=O)N([C@H](C)CO)C[C@H]1C | 2.4 | -44.3 | -3.0 | -1.0
CCCNC(=O)N(C)C[C@@H]1Oc2ncc(-c3cccc(C#N)c3)cc2C(=O)N([C@@H](C)CO)C[C@H]1C | -0.9 | 14.4 | -0.2 | x
COc1ccc(C(=O)Nc2ccc3c(c2)OC[C@@H](C)N(C(C)=O)C[C@@H](C)[C@@H](OC)CN(C)C3=O)cc1 | 1.0 | -7.2 | -2.0 | 26.9
CC(C)NC(=O)N(C)C[C@H]1OCCCC[C@@H](C)Oc2ccc(NS(=O)(=O)c3ccc(F)cc3)cc2C(=O)N([C@@H](C)CO)C[C@@H]1C | 0.6 | x | -6.8 | -32.9
CCCC#Cc1ccc([C@H]2[C@@H](CO)N3CCCCN(C(=O)c4ccc5c(c4)OCO5)C[C@@H]23)cc1 | -0.7 | -4.3 | -2.8 | 50.9
CCN1[C@@H]2c3cccc(=O)n3C[C@@H]2[C@@H](CO)[C@@H]1C(=O)N1CCc2ccccc2C1 | 0.5 | -1.0 | 1.4 | 13.6
Cc1ccc(S(=O)(=O)Nc2ccc3c(c2)C(=O)N([C@@H](C)CO)C[C@H](C)[C@@H](CN(C)C(=O)Nc2cccc4ccccc24)O3)cc1 | 0.8 | -31.8 | -8.3 | 2.1
COc1ccc(S(=O)(=O)Nc2cccc3c2O[C@@H](CN(C)S(C)(=O)=O)[C@@H](C)CN([C@H](C)CO)C3=O)cc1 | -2.1 | 17.9 | 3.8 | 8.6
CC(C)NC(=O)Nc1ccc2c(c1)C(=O)N([C@H](C)CO)C[C@H](C)[C@H](CN(C)Cc1ccc(Cl)c(Cl)c1)OCCCC[C@@H](C)O2 | 1.0 | x | 11.2 | x
CCCC(=O)Nc1ccc2c(c1)C(=O)N(C)[C@H]1CC[C@H](CC(=O)Nc3ccccc3OC)O[C@@H]1CO2 | -2.6 | 1.3 | 13.0 | -14.4
CC(=O)N1CC[C@H]2[C@H](CO)Nc3ccc(C#Cc4ccccc4F)cc3[C@H]21 | -2.8 | -20.7 | -6.6 | x
Cc1noc(C)c1NC(=O)Nc1ccc2c(c1)CC(=O)N([C@@H](C)CO)C[C@@H](C)[C@@H](CN(C)C(=O)Nc1ccc3c(c1)OCO3)O2 | 0.4 | 27.1 | -2.8 | 6.2
O=C(NC1CCCCC1)N1CC(=O)N2[C@H](C1)[C@H](c1ccc(-c3ccccc3)cc1)[C@@H]2CO | -1.2 | 14.9 | -14.3 | x
C[C@H](CO)N1C[C@H](C)[C@H](CN(C)Cc2ccncc2)Oc2ccc(NC(=O)CCC(F)(F)F)cc2C1=O | 1.1 | 19.4 | 3.7 | 33.5
C[C@@H]1CN([C@H](C)CO)C(=O)Cc2cc(NC(=O)Cc3ccccc3)ccc2O[C@H]1CN(C)S(=O)(=O)c1ccc(F)cc1 | -0.9 | -7.1 | 7.7 | -4.4
CCCNC(=O)Nc1ccc2c(c1)OC[C@H](C)N(C(=O)c1ccccc1F)C[C@H](C)[C@@H](OC)CN(C)C2=O | -0.6 | -2.5 | -6.0 | x
Cc1noc(C)c1S(=O)(=O)N(C)C[C@H]1Oc2ccc(NC(=O)Cn3cnnn3)cc2CC(=O)N([C@@H](C)CO)C[C@@H]1C | -1.2 | 18.0 | 2.3 | 28.9
COc1ccc(NC(=O)Nc2cccc3c2O[C@H](CN(C)Cc2ccc(Oc4ccccc4)cc2)[C@H](C)CN([C@@H](C)CO)C3=O)cc1 | x | -64.3 | -61.3 | 93.5
C/C=C/c1cccc(-c2nc(C(=O)Nc3nccs3)cc3c2[C@@H](CCO)N(C(=O)NC(C)C)C3)c1 | -2.6 | x | 10.7 | 69.4
Cc1ccccc1S(=O)(=O)N1CCCCN2[C@@H](CO)[C@@H](c3ccc(C#CCN(C)C)cc3)[C@@H]2C1 | 3.3 | -52.8 | 2.1 | 98.8*
COc1ccc(C#Cc2ccc3c(c2)O[C@@H](CN(C)C(=O)c2ccccn2)[C@H](C)CN([C@@H](C)CO)S3(=O)=O)cc1 | -8.7 | -44.1 | -3.2 | x
CO[C@@H]1CN(C)C(=O)c2cc(NC(C)=O)ccc2OC[C@H](C)N(C(=O)c2ccc(F)cc2)C[C@H]1C | 2.0 | 22.9 | x | -207.1
O=C(C[C@H]1CC[C@H]2[C@@H](COC[C@H](O)CN2C(=O)c2ccncc2)O1)Nc1ccc(-c2ccccc2)cc1 | -1.9 | -20.3 | 4.1 | 48.4

Fetched by structure from above (2):
Molecule | KDM4C inh | Pf Dd2 inh | C diff growth | Tcruzi prolif
COc1ccc(S(=O)(=O)Nc2cccc3c2O[C@@H](CN(C)S(C)(=O)=O)[C@@H](C)CN([C@H](C)CO)C3=O)cc1 | -2.1 | 17.9 | 3.8 | 8.6
Cc1ccc(S(=O)(=O)Nc2ccc3c(c2)C(=O)N([C@@H](C)CO)C[C@H](C)[C@@H](CN(C)C(=O)Nc2cccc4ccccc24)O3)cc1 | 0.8 | -31.8 | -8.3 | 2.1

The list continues.
Molecule | KDM4C inh | Pf Dd2 inh | C diff growth | Tcruzi prolif
N#Cc1ccc(-c2ccc3c(c2)[C@H]2[C@H](CCN2C(=O)c2ccc(F)cc2)[C@H](CO)N3)cc1 | -3.1 | 17.9 | 24.2 | 2.7
CC(C)NC(=O)Nc1ccc2c(c1)C(=O)N([C@H](C)CO)C[C@@H](C)[C@H](CN(C)Cc1ccc3c(c1)OCO3)OCCCC[C@H](C)O2 | -0.5 | -17.9 | 3.3 | 29.2
Cc1ccc(S(=O)(=O)Nc2ccc3c(c2)C(=O)N([C@@H](C)CO)C[C@@H](C)[C@H](CN(C)C(=O)CCC(F)(F)F)OCCCC[C@@H](C)O3)cc1 | 0.1 | 16.7 | x | -33.1
C[C@@H]1CN([C@H](C)CO)C(=O)c2cc(NS(=O)(=O)c3cn(C)cn3)ccc2O[C@@H]1CN(C)C(=O)NC1CCCCC1 | -0.7 | 26.7 | x | 69.5
CNC[C@@H]1Oc2ccc(NC(=O)C3CCCCC3)cc2C(=O)N([C@@H](C)CO)C[C@H]1C | 2.6 | 11.5 | 1.4 | -1.8
C[C@H]1CN([C@@H](C)CO)C(=O)Cc2cc(NS(=O)(=O)c3cccs3)ccc2O[C@H]1CN(C)C(=O)Nc1ccc(F)cc1 | -1.1 | 35.9 | 0.4 | -28.8
O=C([C@@H]1[C@@H](CO)[C@@H]2Cn3c(cccc3=O)[C@H]1N2Cc1cocn1)N1CCCCC1 | -1.3 | x | 3.8 | -61.3
C[C@@H]1CN([C@@H](C)CO)C(=O)c2cc(NC(=O)Nc3ccc(F)cc3)ccc2O[C@@H](C)CCCCO[C@@H]1CN(C)S(=O)(=O)c1ccc(F)cc1 | 1.2 | u | 0.0 | 57.6
C[C@H](CO)N1C[C@H](C)[C@H](CN(C)Cc2ccc(C(=O)O)cc2)OCCCC[C@H](C)Oc2ccc(NC(=O)CCC(F)(F)F)cc2C1=O | 0.0 | 47.2 | -0.9 | -23.9
CC(C)C#Cc1ccc2c(c1)O[C@H](CN(C)C(=O)c1cnccn1)[C@H](C)CN([C@@H](C)CO)S2(=O)=O | 0.9 | 9.6 | 1.7 | 47.9
C[C@@H]1CN([C@H](C)CO)C(=O)Cc2cc(NC(=O)Nc3ccc4c(c3)OCO4)ccc2O[C@@H]1CN(C)Cc1ccc(C(=O)Nc2ccccc2N)cc1 | -0.7 | -76.5 | 8.4 | x
C[C@H]1CN([C@@H](C)CO)C(=O)c2cc(-c3ccc(F)cc3)cnc2O[C@@H]1CN(C)C(=O)c1ccncc1 | -2.8 | 7.0 | x | 35.6
Cc1ccc(S(=O)(=O)N(C)C[C@@H]2OCCCC[C@H](C)Oc3ccc(NC(=O)C4CCCCC4)cc3C(=O)N([C@@H](C)CO)C[C@H]2C)cc1 | -0.9 | -84.6* | 0.2 | 74.5
COc1cccc(C(=O)Nc2ccc3c(c2)C(=O)N(C)C[C@@H](OC)[C@@H](C)CN(C)[C@H](C)CO3)c1 | -0.3 | 26.7 | x | 9.7
CNC[C@H]1Oc2ccc(NC(=O)Nc3ccc4c(c3)OCO4)cc2C(=O)N([C@@H](C)CO)C[C@@H]1C | -1.2 | 28.7 | -1.7 | -9.9
C[C@H](CO)N1C[C@H](C)[C@H](CN(C)S(=O)(=O)c2ccc(F)cc2)Oc2ccc(NS(=O)(=O)c3cccs3)cc2CC1=O | -1.0 | -2.9 | 10.7 | 6.6
C[C@H](CO)N1C[C@H](C)[C@@H](CN(C)C(=O)c2ccccc2)OCc2cnnn2CCCC1=O | 0.6 | 2.1&30.1 | x | 1.2&10.2
COCC#Cc1cnc2c(c1)C(=O)N([C@H](C)CO)C[C@H](C)[C@@H](CN(C)Cc1ccc(F)cc1)O2 | 0.8 | 6.3 | -9.8 | 18.1
C[C@H]1CN([C@@H](C)CO)C(=O)Cc2cc(NC(=O)Cc3ccccc3)ccc2O[C@H]1CN(C)S(=O)(=O)c1ccccc1 | -1.6 | -38.0 | -2.9 | -24.0
O=C(NCc1cccc(F)c1)[C@@H]1[C@@H](CO)[C@@H]2Cn3c(ccc(-c4cccnc4)c3=O)[C@H]1N2CC1CC1 | -0.3 | x | 4.5 | -72.0
CCCN1[C@@H]2Cn3c(ccc(-c4ccncc4)c3=O)[C@H]1[C@@H](C(=O)NCCc1cn(C)cn1)[C@@H]2CO | -0.9 | 12.1 | 2.9 | 82.5
C[C@H](CO)N1C[C@H](C)[C@H](CN(C)C(=O)Nc2ccc(F)cc2)Oc2cc(-c3ccncc3)ccc2S1(=O)=O | -1.6 | -48.3 | 6.7 | 93.4
